# Bioassay records (PubChem BioAssay)
# Rac1 act GTP bind = alters GTP binding to activated mutant human Rac1; AID 764; 190,000 tested, 0.11% active; percent activity (GTP binding), % at 10 µM; GST-Rac1 activated beads, fluorescent GTP binding, flow cytometry; actives lie on both sides; 100% means binding = to untreated wells;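 active = GTP binding at least 20 percentage points away from the 100% baseline, in either direction, so actives lie on both sides; inconclusive = Compound likely fluorescent itself, or too few beads counted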
# Rab2 wt GTP = changes GTP binding to wildtype dog Rab2A, up or down | GST-Rab2 wt beads, Bodipy-GTP binding, flow cytometry | GTP binding activity, % at 10 µM | 190,000 tested, 0.19% active;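 active = GTP binding activity at least 20 points away from 100%, either lowered or raised; inconclusive = signal likely due to the compound's own green fluorescence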;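 also: 0% = beads with excess unlabeled GTP and 100% = no-compound control corrected for plate trend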
# ABCB1 inh = human ABCB1 inhibition, ABCG2 as counter-screen; P08183; CCRF-Adr cells, JC-1 efflux, flow cytometry; inhibition, % at 6.6 µM; 190,000 tested, 0.067% active; AID 1326; in the data active = inhibition above about 40%;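 also: 0% = vehicle and 100% = reference inhibitor; higher value means more JC-1 retained so stronger ABCB1 efflux block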
# HRas wt GTP = human HRas wildtype GTP binding, change in either direction; 190,000 tested, 0.14% active; GTP binding activity, % at 10 µM; AID 759; GST-Ras wt beads, Bodipy-FL-GTP binding, flow cytometry; actives lie on both sides; P01112;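 active = GTP binding activity at least 20% away from the 100% baseline, either lowered as inhibitor or raised as activator; inconclusive = flagged as likely green fluorescent, judged across all proteins in the well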;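 also: 0% = unlabeled GTP competition control and 100% = no-compound control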
# Target sequence (P01112 whole entry, looked up): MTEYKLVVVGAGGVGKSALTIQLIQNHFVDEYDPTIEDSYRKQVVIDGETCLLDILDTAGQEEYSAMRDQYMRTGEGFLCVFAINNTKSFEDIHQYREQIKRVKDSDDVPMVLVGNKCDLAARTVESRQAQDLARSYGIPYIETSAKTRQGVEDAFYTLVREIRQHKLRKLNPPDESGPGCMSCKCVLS
# Rab7 wt GTP bind = alters GTP binding to wildtype dog Rab7; GST-Rab7 beads, fluorescent GTP binding, flow cytometry; actives lie on both sides; untreated = 100%, excess cold GTP = 0%; GTP binding activity (percent of control), % at 10 µM; 190,000 tested, 0.055% active; AID 758;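 active = fluorescent GTP binding to Rab7 beads changed by at least 20 points from the 100% baseline, either direction, mostly lower; inconclusive = compound itself probably fluorescent, or too few beads counted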;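 also: median green fluorescence of bound Bodipy-FL-GTP per Rab7 bead population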
# Avidin bead fluor = avidin bead compound fluorescence profile; fluorescence (KMESF) at 10 µM; 220,000 tested, 0.38% active; AID 1775; Avidin beads, compound fluorescence 488/530 nm, flow cytometry; active compounds read high; in the data active = fluorescence above about 47; also: inactives centre near 10
# Rac1 wt modul = human Rac1 wildtype GTP binding, inhibitors and activators | P63000 | GST-Rac1 beads, fluorescent GTP binding, flow cytometry; actives lie on both sides; 0 = cold GTP competed, 100 = untreated | GTP binding activity (% of control), % at 10 µM | 190,000 tested, 0.27% active | AID 757;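 active = GTP binding activity at least 20 points away from the 100% control level, either lower or higher; inconclusive = compound flagged as likely green fluorescent, judged across all proteins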
# GSH bead fluor = GSH bead compound fluorescence profile; GSH beads flow cytometry, compound fluorescence 488/530 nm; active compounds read high; fluorescence (KMESF) at 10 µM; 190,000 tested, 0.25% active; AID 1776; in the data active = fluorescence above about 89;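 also: glutathione beads carrying GST-tagged Bcl family fusion proteins plus one bare bead set; values are compound well signal with DMSO vehicle wells as background; inactives centre near 16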
# Cdc42 wt GTP = modulators (inhibitors or activators) of GTP binding to human Cdc42 wildtype; P60953; GST-Cdc42 beads, Bodipy-GTP binding, flow cytometry; actives lie on both sides; percent activity (GTP binding), % at 10 µM; 190,000 tested, 0.2% active;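 active = percent activity GTP binding at least 20 points away from the 100% baseline, either down as inhibitor or up as activator; inconclusive = compound flagged as likely green fluorescent from well-wide comparison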;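 also: median bead fluorescence of bound Bodipy-FL-GTP at 100 nM; 0% = excess unlabeled GTP control and 100% = no compound control; below 100% means less GTP binding so inhibitor and above means activator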
# Target sequence (P60953 whole entry, looked up): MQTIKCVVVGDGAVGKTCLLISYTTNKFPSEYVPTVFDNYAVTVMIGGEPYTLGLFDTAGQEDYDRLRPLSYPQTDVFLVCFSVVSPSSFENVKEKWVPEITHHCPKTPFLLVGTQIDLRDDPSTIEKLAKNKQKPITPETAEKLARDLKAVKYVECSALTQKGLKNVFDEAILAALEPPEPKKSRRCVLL
# ABCG2 inh = blocks JC-1 efflux by human ABCG2 transporter; Q9UNQ0; IgMXP3 cells, flow cytometry; inhibition, % at 6.6 µM; 190,000 tested, 0.1% active; AID 1325;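 active = inhibition above 80%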;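 also: 0% = DMSO and 100% = nicardipine control wells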
# Target sequence (Q9UNQ0 whole entry, looked up): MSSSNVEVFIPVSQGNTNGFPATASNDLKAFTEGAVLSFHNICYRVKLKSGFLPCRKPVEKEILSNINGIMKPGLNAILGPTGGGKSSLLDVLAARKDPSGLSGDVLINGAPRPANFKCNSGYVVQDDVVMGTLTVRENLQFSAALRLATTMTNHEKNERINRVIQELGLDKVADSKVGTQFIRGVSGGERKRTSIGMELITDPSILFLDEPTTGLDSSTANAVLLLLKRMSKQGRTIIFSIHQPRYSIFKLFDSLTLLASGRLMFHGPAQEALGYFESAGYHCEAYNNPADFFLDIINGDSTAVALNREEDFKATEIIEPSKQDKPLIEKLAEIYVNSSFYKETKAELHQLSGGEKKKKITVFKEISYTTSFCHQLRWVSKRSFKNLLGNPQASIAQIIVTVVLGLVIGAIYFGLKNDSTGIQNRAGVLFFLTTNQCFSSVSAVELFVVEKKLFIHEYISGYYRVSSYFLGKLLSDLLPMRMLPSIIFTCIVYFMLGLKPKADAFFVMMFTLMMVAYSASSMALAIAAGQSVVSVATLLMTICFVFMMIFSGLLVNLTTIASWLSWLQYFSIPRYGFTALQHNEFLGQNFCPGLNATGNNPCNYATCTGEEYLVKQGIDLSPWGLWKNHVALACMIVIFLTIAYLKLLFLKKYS
#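 Assay system – ABCG2 IgMXP3 and barcoded ABCB1 CCRF-Adr cell mix · Input – 3 million cells/mL in well · Reagent – JC-1 fluorescent substrate · Compound – single test compound dose, 6.6 µM final · Timing – 10 min exposure at 25 °C with rotation, no wash · Detection – flow cytometry of retained JC-1 fluorescence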
# Pf gametocyte = kills late stage P. falciparum gametocytes. P. falciparum stage V gametocytes, ATP luminescence, 24 h. inhibition, % at 10.9 µM. 150,000 tested, 0.065% active;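 active = inhibition above the mean plus 3 SD of compounds within the control limits, set per campaign, cut at about 38% in these data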;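 also: 0% = DMSO wells and 100% = medium only without gametocytes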
# * marks the source's active call; other numbers are inactive results; ? = inconclusive; nt = not tested or not shown.
SMILES,Rac1 act GTP bind,Rab2 wt GTP,ABCB1 inh,HRas wt GTP,Rab7 wt GTP bind,Avidin bead fluor,Rac1 wt modul,GSH bead fluor,Cdc42 wt GTP,ABCG2 inh,Pf gametocyte
COc1ccc(-c2csc(NC(=O)c3cc(=O)c4ccccc4o3)n2)cc1OC,94,99,0.3,100,106,8,95,10,96,1,-8
COc1ccccc1-c1nnc(SC/C(O)=C(\C#N)c2nc3ccccc3[nH]2)n1C1CCCCC1,96,95,0.4,100,99,2,100,25,98,8,-31
COc1cc(C2C(C#N)=C(N)OC3=C2C(=O)CCC3)c([N+](=O)[O-])cc1OC (stereo not drawn),99,100,-7.3,99,100,12,100,31,98,-7,nt
Cn1c(-c2ccc(F)cc2)cnc1NCc1ccccc1,98,101,0.3,102,103,37,104,20,102,2,-7
COCCn1c(SCC(=O)Nc2cccc(S(N)(=O)=O)c2)nc2ccccc21,94,95,-0.1,96,96,4,96,49,96,2,nt
CCCCN1CCc2c([nH]c3ccccc23)C1=O,99,97,0.9,100,97,13,105,8,99,4,8
CC(C)NC(=O)/C(=N\O)c1ccccc1,98,100,0.4,100,99,39,100,28,100,1,nt
O=C(O)COCC(=O)Nc1ccc2c(c1)CCC2,102,106,0.0,105,106,5,105,24,107,1,nt
O=C(Cn1c(=S)[nH]c2ccccc2c1=O)N1CCN(c2ccccc2)CC1,93,94,-1.2,93,95,21,95,58,94,-2,30
O=C(CCCc1cccs1)Nc1nccs1,96,99,1.3,96,94,20,95,26,99,10,-28
C=CCOC(=O)N1CCN(c2cccc(C(F)(F)F)c2)CC1,101,103,0.2,103,102,18,103,29,104,5,nt
O=C(/C=C/c1ccccc1)N/C(=C/c1ccccc1)C(=O)Nc1ccc(C(=O)O)cc1,96,96,0.0,98,99,2,98,7,96,-1,17
CCOc1cc(N2CCOCC2)c(OCC)cc1NC(=O)CCS(=O)(=O)c1ccc(Cl)cc1,99,103,1.4,101,101,15,105,24,105,4,0
Cc1cc(N)n2ncc(-c3ccc(F)cc3)c2n1,99,99,0.5,99,99,7,100,41,100,5,nt
CCOc1ccc2nc(SCC(=O)c3ccc(C)s3)sc2c1,96,97,-0.3,97,94,7,102,49,97,18,nt
CCOc1ccc(/C=N/NC(=O)c2ccc(Cn3cc(Br)cn3)o2)cc1,98,98,2.0,100,97,14,103,10,99,50,-3
COc1ccc(-c2cc(C(=O)N3CCN(c4ccccn4)CC3)c3ccccc3n2)cc1,92,94,1.3,92,93,29,90,12,91,2,nt
COc1ccc(CN2CCN(C(=O)c3ccc4nc(N5CCOCC5)sc4c3)CC2)c(OC)c1OC,98,100,1.1,101,103,23,104,12,100,1,-13
O=C1NN(c2ccccc2)C(=O)/C1=C/c1coc2ccccc2c1=O,97,95,-0.9,100,98,7,103,14,102,-4,nt
O=C(c1ccc(Cl)c(S(=O)(=O)N2CCCCCC2)c1)N1CCN(CCO)CC1,96,95,0.6,97,98,12,96,26,99,3,nt
Cc1ccccc1NS(=O)(=O)c1cc(C(=O)NCCC2=CCCCC2)ccc1C,96,99,1.1,99,102,10,100,9,97,4,nt
Cc1cccc(NC(=O)CN2CCCN(S(=O)(=O)c3ccc(Br)s3)CC2)c1,98,97,1.4,99,97,16,101,25,99,4,nt
COc1cccc(NC(=O)COc2ccc(N3CC(C(=O)NCC(C)C)CC3=O)cc2)c1 (stereo not drawn),94,95,-3.1,97,93,16,96,24,97,1,nt
CCC1(CC)C(=O)N(C)C(=O)NC1=NCc1ccccc1,98,99,0.5,100,102,10,102,12,100,4,-18
Cc1ccc(C(=O)Nc2ccccc2C(=O)N2CC3(C)CC2CC(C)(C)C3)cc1 (stereo not drawn),99,99,15,100,97,7,106,40,102,10,nt

# Further results follow:
SMILES,Rac1 act GTP bind,Rab2 wt GTP,ABCB1 inh,HRas wt GTP,Rab7 wt GTP bind,Avidin bead fluor,Rac1 wt modul,GSH bead fluor,Cdc42 wt GTP,ABCG2 inh,Pf gametocyte
CCOC(=O)C(C(=O)Nc1ccc(C)cc1)C1CCCCC1 (stereo not drawn),94,99,0.6,100,102,12,109,51,107,4,-1
CCc1nnc(NC2=NCCC2)s1,99,104,0.2,104,98,10,104,16,106,0,11
S=C(NCc1ccco1)N1CCN(c2ccccn2)CC1,94,97,0.5,99,96,9,99,9,99,13,27
Cc1c(C(=O)N/N=C/c2ccccc2)sc(=S)n1C,100,102,-0.6,101,101,8,103,34,101,-1,nt
COc1ccc(N/C(=C(/C(Cl)=C(Cl)Cl)[N+](=O)[O-])n2nnc3ccccc32)cc1OC,98,99,0.1,97,100,10,101,20,96,0,nt
Nc1[nH]ncc1-c1ccc(F)cc1,98,102,0.6,101,105,10,105,12,105,3,7
COc1cnc(SCc2c(Cl)cccc2Cl)nc1Cl,96,98,1.0,101,100,10,109,39,100,4,nt
COC(=O)c1sc(NC(=O)COc2c(C)cccc2C)nc1C,95,97,0.3,96,93,11,97,15,96,1,25
CC(=O)c1cnc2cc(-c3cccc(Br)c3)nn2c1C,92,94,0.1,94,100,17,93,12,94,7,19
CCOc1cc(-c2nc(C)c(C(C)=O)n2O)ccc1OCC(=O)Nc1cccc(C)c1,96,97,0.8,97,102,32,97,10,97,7,15
Cc1cc(Cl)ccc1N(CC(=O)NCc1ccc2c(c1)OCO2)S(C)(=O)=O,93,91,0.7,93,90,20,96,12,91,1,-8
Cc1ccc(C(=O)C(C)N(C(=O)c2ccc(Cl)cc2Cl)N2C(=O)CCCC2=O)cc1 (stereo not drawn),93,94,1.4,93,92,8,92,16,95,0,-7
CCCCC(=O)Nc1ccc(NC(=O)c2cccs2)cn1,96,100,1.0,98,97,25,100,19,97,8,7
Brc1ccc(-c2csc(NC3=NCCCCC3)n2)cc1,99,98,0.2,99,98,10,101,16,97,2,6
CCOC(=O)c1[nH]c2ccc(OC)cc2c1NC(=O)CN1CCN(c2ccccn2)CC1,97,102,3.1,98,97,36,99,28,101,18,nt
Cn1nc([N+](=O)[O-])nc1Oc1ccc(C(C)(C)C)cc1,102,100,0.0,102,102,5,105,10,100,2,-3
Cc1ccc(S(=O)(=O)N2CCC(=O)N(CCOCc3cccc(C(F)(F)F)c3)CC2)cc1,101,102,2.4,104,97,7,109,16,108,10,14
CC(C)(C)c1ccc(-c2nc(NCc3cccnc3)c3ccccc3n2)cc1,102,98,0.2,99,97,7,99,10,92,6,nt
OCCC1CN(Cc2ccncc2)CCN1C1CCCC1 (stereo not drawn),93,99,-0.1,99,103,3,95,8,95,0,nt
COc1ccc(/C=C/C(=O)OC2CCCN(C)C2)cc1 (stereo not drawn),94,110,0.3,104,99,10,97,13,116,2,33
Cc1ccccc1C(=O)c1cccn1CC(=O)O,97,97,0.1,97,93,6,101,4,102,0,nt
CCCn1c(=O)[nH]c(=O)c2c1nc(-c1ccc(OC(F)F)c(OC)c1)n2CCOC,101,102,0.1,101,103,8,104,15,102,2,nt
O=C(NCc1ccco1)C1(c2ccccc2)CCCC1,102,103,0.2,103,102,8,102,11,103,1,18
c1cncc(-c2noc(C34CC5CC(CC(C5)C3)C4)n2)c1,97,100,0.8,101,99,16,107,38,101,3,nt
Cc1cccn2c(=O)c(C=NCCO)c(NCc3ccco3)nc12,102,102,0.8,105,105,12,107,30,106,35,-25

# Next records follow.
SMILES,Rac1 act GTP bind,Rab2 wt GTP,ABCB1 inh,HRas wt GTP,Rab7 wt GTP bind,Avidin bead fluor,Rac1 wt modul,GSH bead fluor,Cdc42 wt GTP,ABCG2 inh,Pf gametocyte
Cc1ccc2nc(-c3ccc(NC(=O)COC(=O)c4ccco4)cc3)sc2c1,97,94,-0.7,96,98,11,97,12,98,-1,-8
COc1ccc(OCc2nn3c(-c4ccco4)nnc3s2)cc1,97,97,0.3,98,95,6,101,51,98,2,nt
CSc1ccc(/C=N/NC(=O)c2cccc(O)c2)cc1,96,99,-0.2,99,98,18,97,9,96,0,-13
Cc1ccc2c(c1)nnn2C1CCN(CC(=O)Nc2ccccc2N2CCOCC2)CC1,94,95,2.1,96,93,10,94,10,94,5,nt
COCCNC(=O)Cn1cc(C(=S)N2CCOCC2)c2ccccc21,95,95,0.0,94,92,9,100,16,99,1,14
Cc1ccc(NCc2nnc(SCC(=O)NCc3ccco3)n2CC2CCCO2)cc1Cl (stereo not drawn),99,101,0.5,101,104,3,104,31,103,2,7
Cc1onc(-c2ccccc2)c1C(=O)N/N=C/c1cn(C)c2ccccc12,97,99,0.3,97,91,10,101,13,102,5,-23
CC(C)CNC(=O)CSc1ccc(Cl)cc1,102,101,0.5,104,101,12,110,59,108,2,1
CCOc1cc(Br)c(C(=O)O)cc1OC,99,104,0.5,104,108,17,101,12,105,1,nt
O=C(CSc1nc2ccccc2[nH]1)N1CCN(S(=O)(=O)c2ccc(Cl)cc2)CC1,97,98,0.7,98,100,5,102,46,98,2,nt
Cc1cc(C)nc(SCC(=O)NC2CCCC2)n1,97,98,0.7,97,100,13,100,14,99,3,-9
O=C(CSc1nnc(CNC(=O)c2cccs2)o1)NCCc1ccccc1,102,105,0.4,104,98,32,109,10,106,2,nt
CC(=O)c1ccc2noc(-c3ccc(F)cc3)c2c1,96,94,0.2,96,97,25,101,11,96,2,-6
CCOc1ccc(N(CC(=O)Nc2ccc(OC)cc2)S(=O)(=O)c2c(C)noc2C)cc1,?,?,0.6,?,?,7,?,22,?,4,nt
COC(=O)c1sccc1NC(=S)N1C(C)CCCC1C (stereo not drawn),93,95,-1.1,92,96,8,93,69,96,5,-15
Cc1ccccc1NC(=S)NCCc1ccc(S(N)(=O)=O)cc1,92,99,-0.5,102,103,2,102,8,97,3,nt
COC(=O)Cn1c(=NC(=O)c2cc(OC)cc(OC)c2)sc2cc(OC)ccc21,100,101,-0.1,100,100,15,100,14,96,0,nt
Cc1cccc(NC(=O)c2cc3n(n2)C(C(F)(F)F)CC(C2CC2)N3)c1C (stereo not drawn),102,103,0.8,102,101,16,105,30,103,6,33
Cc1cc(C(=O)COC(=O)c2nc3nccc(C)n3n2)c(C)n1CC1CCCO1 (stereo not drawn),?,?,-0.1,?,?,24,?,29,?,0,-24
CC(=O)Nc1cccc(Oc2ncnc3scc(-c4ccc(C)cc4)c23)c1,100,100,0.8,102,101,13,103,19,103,4,6

# Compounds were not picked by outcome, and some 1.1% of all compounds hit somewhere here.
